Screening data (PubChem)
C-LANA FP: inhibitors of KSHV LANA C-terminal domain DNA binding. MBP-C-LANA/FAM-LBS DNA binding, fluorescence polarization. inhibition, % at 9 µM. actives 0.078% (n = 340,000). AID 504423;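 active means highest replicate inhibition at or above 60% at 9 µM, even if other replicates fall short; inactive means all replicates below 60% inhibition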;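 further: 0% = neutral control wells and 100% = 4 µM acridine orange control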
HTR5A ag: HTR5A agonism, opioid heterodimer counter-screen; P47898; HTR5A agonist assay, luminescence, cell-based; activation, % at 9.3 µM; actives 0.61% (n = 340,000); in the data active means activation mostly above about 9.5%, no sharp cut-off; inactive means mostly below about 7.6%;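 further: 0% = cells with vehicle only and 100% = reference agonist; strong numbers were not always called active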
OPRM1-OPRD1 inv: inverse agonists of human mu-delta opioid receptor heterodimerization. P35372+P41143. cell-based MOR-DOR heterodimer luminescence, inverse agonism. inhibition, % at 9.3 µM. actives 0.21% (n = 340,000). AID 504357; in the data active means inhibition above about 22%, passing the limit was not always enough;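 further: 0% = cells with DMSO and 100% = wells without cells with DMSO; values of inactives mirror those of a sister screen read the other way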
Target sequence (P35372 whole entry, looked up): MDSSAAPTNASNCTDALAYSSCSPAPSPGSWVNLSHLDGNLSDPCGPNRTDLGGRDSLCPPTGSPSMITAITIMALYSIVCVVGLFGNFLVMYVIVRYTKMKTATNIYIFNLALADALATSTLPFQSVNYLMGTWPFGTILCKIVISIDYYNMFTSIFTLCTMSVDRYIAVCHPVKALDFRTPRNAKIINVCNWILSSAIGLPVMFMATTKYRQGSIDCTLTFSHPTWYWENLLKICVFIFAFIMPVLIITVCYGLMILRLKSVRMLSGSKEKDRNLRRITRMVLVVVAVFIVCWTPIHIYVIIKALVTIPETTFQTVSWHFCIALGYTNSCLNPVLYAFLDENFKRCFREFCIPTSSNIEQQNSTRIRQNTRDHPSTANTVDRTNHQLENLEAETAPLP
Target sequence (P41143 whole entry, looked up): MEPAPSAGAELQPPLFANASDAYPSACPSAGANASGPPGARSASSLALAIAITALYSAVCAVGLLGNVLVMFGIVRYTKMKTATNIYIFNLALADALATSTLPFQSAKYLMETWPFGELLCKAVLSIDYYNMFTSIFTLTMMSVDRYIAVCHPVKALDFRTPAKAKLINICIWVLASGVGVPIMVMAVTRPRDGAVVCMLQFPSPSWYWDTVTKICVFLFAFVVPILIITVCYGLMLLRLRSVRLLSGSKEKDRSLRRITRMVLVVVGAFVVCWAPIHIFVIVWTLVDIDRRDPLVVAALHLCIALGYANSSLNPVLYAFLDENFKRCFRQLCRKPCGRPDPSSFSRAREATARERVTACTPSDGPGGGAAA
OPRM1-OPRD1 ag: OPRM1-OPRD1 heterodimerization agonism; AID 504326; P35372+P41143; cells, luminescence; activation, % at 9.3 µM; actives 0.3% (n = 340,000); in the data active means activation above about 18%;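 further: 0% = vehicle-treated cells and 100% = reference agonist; values of inactives mirror those of a sister screen read the other way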
Cardiac RTF inh: cardiac RTF calcium desensitization. P19429+P45379. IANBD-labeled cardiac RTF, Ca2+ fluorescence. inhibition, % at 7.15 µM. actives 0.12% (n = 340,000);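 active means inhibition above the mean inhibition of all tested compounds plus 3 SD, cut at about 17% in these data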;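 further: assay run at fixed EC70 calcium of 1.6 mM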
CAL PDZ FP: CAL PDZ (human) peptide binding inhibition. Q9HD26. purified CAL PDZ, TMR-peptide fluorescence polarization, 1 h. inhibition, % at 24.9 µM. actives 0.92% (n = 300,000). AID 602252;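 active means mean inhibition of at least 30% with at least half of replicates also reaching 30%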;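 further: 0% = DMSO neutral control and 100% = excess unlabeled competitor peptide PRC23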
HTR5A inv ctr: HTR5A inverse agonism, opioid heterodimer counter-screen. actives 0.083% (n = 340,000). inhibition, % at 9.3 µM. HTR5A cell line, luminescence. P47898; in the data active means inhibition mostly above about 23%, no sharp cut-off; inactive means mostly below about 18%;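 further: 0% = cells with DMSO and 100% = no-cell wells with DMSO; some compounds called inactive have numbers as strong as hits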
RTF Ca sens act: increases calcium sensitivity of human cardiac regulated thin filaments; P19429+P45379; IANBD-labeled TnC RTF fluorescence at EC20 calcium; 0% EC20 calcium, 100% full calcium; activation, % at 7.2 µM; actives 0.24% (n = 340,000); AID 493008;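 active means activation above the mean over all tested compounds plus 3 SD, cut at about 30% in these data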;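 further: rise in fluorescence read as greater calcium sensitivity of cardiac thin filaments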
Keap1-Nrf2 PPI: Keap1-Nrf2 (human) interaction inhibition | Q14145 | Keap1 Kelch-Nrf2 peptide fluorescence polarization, 1536-well | inhibition, % at 9.4 µM | actives 0.15% (n = 340,000) | AID 504523; in the data active means inhibition above about 12%;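 further: human Keap1 Kelch domain with fluorescein labeled Nrf2 9mer peptide probe; 0% = neutral control wells and 100% = peptide positive control; higher means more block of Keap1 binding to Nrf2 peptide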
V-ATPase pHluor: alters yeast V-ATPase proton transport; S. cerevisiae, pHLuorin cytosolic pH fluorescence; response, % at 10 µM; actives 0.37% (n = 350,000); AID 504577; in the data active means response mostly above about 7.3%, no sharp cut-off; inactive means mostly below about 5.4%; further: actives read high; inactives centre near 0; some compounds called inactive have numbers as strong as hits; reference of the scale not given here
The depositor's hits bear a star; i = inactive; / = no result given.

The line under a structure holds: C-LANA FP | HTR5A ag | OPRM1-OPRD1 inv | OPRM1-OPRD1 ag | Cardiac RTF inh | CAL PDZ FP | HTR5A inv ctr | RTF Ca sens act | Keap1-Nrf2 PPI | V-ATPase pHluor
> O=C(O)C/C=C(/NC(=O)OCc1ccccc1)C(=O)OCc1ccccc1
  -0.6 | 4 | 5 | -0.9 | 0 | / | -25 | 1 | 0 | 0
> O=C(NC(CO)Cc1ccc([N+](=O)[O-])cc1)C(Cl)Cl (configuration not stated)
  -0.7 | 1 | 20 | -4.0 | 12 | -8 | 21 | -5 | 0 | -4
> CC(C(=O)OCc1nnc(-c2ccccc2)o1)N1C(=O)c2ccccc2C1=O (configuration not stated)
  1.4 | 2 | -1 | 0.2 | 1 | 0 | -8 | -1 | -4 | 2
> Cn1c(SCc2ccccc2)nnc1-c1cccs1
  0.0 | 1 | 13 | -2.4 | -25 | 0 | -3 | 3 | 1 | -3
> C/C(=N\NC(=O)c1cccs1)c1ccncc1
  1.1 | 0 | 18 | -4.0 | -1 | / | 2 | 0 | -5 | 2
> CC1(C)Cc2c(c(N3CCOCC3)nc3sc4c(=O)[nH]cnc4c23)CS1
  -2.2 | 2 | -15 | 2.6 | 5 | 4 | -6 | -5 | -1 | 4
> O=C(Nc1ccccc1)c1ccccc1NS(=O)(=O)c1ccc(Cl)s1
  -3.8 | -3 | -19 | 3.5 | 4 | -2 | -12 | -2 | 0 | -2
> COc1cccc(NC(=O)COc2coc(CN3CCc4ccccc4C3)cc2=O)c1
  -7.2 | 2 | -1 | 0.1 | -2 | -4 | -7 | 4 | 1 | -2
> O=C(NC1CCCc2ccccc21)c1ccccn1 (configuration not stated)
  1.5 | 3 | 23 | -3.5 | 6 | 7 | -9 | -3 | -7 | 1
> COc1ccccc1NC(=O)C1CCN(C(=O)c2ccco2)CC1
  -0.4 | 4 | 17 | -3.1 | 0 | -1 | -11 | 2 | -1 | 2
> Cc1ccnc(NC(=O)CNC(=O)COc2ccccc2)c1
  0.5 | -4 | 8 | -1.2 | -3 | -3 | 9 | -1 | 1 | 1
> COCc1ccc(C(=O)N2CCCC(Nc3ccc(C(C)C)cc3)C2)s1 (configuration not stated)
  0.8 | 0 | 11 | -1.9 | 0 | -5 | -2 | 0 | 2 | -2
> Cc1ccc(S(=O)(=O)N(C)c2ccccc2C(=O)Nc2ccc(F)cc2F)cc1
  -0.7 | 2 | -2 | 0.5 | -2 | -2 | -6 | 2 | 1 | 0
> COc1cc(/C=C2\C(=O)N(c3ccccc3)N=C2C)ccc1Oc1ccc([N+](=O)[O-])cc1[N+](=O)[O-]
  2.1 | 5 | -27 | 4.8 | -6 | -1 | -16 | 9 | 0 | 0
> CCOC(=O)c1ccc(NC(=O)COc2cc(=O)n(CC)c3ccccc23)cc1
  0.5 | 8 | 8 | -1.6 | -7 | -2 | -20 | -8 | 0 | -2
> COc1ccc(NC(=O)CN(c2ccc(OC)c(Cl)c2)S(=O)(=O)c2ccccc2)c(OC)c1
  1.0 | -2 | -2 | 0.3 | -3 | 3 | 6 | 7 | -3 | 2
> O=C(Nc1cc(=O)[nH]c2nc(-c3ccccc3)nn12)c1ccccc1Cl
  10.0 | 5 | 14 | -2.7 | 2 | -2 | -35 | -1 | 4 | -1
> CCOc1ccc2[nH]c(=O)c(CN(CCN3CCCC3)C(=S)Nc3ccccc3OC)cc2c1
  -3.8 | -2 | -2 | 0.3 | -10 | 1 | 6 | 4 | -9 | -2
> CCN1CCn2c3c(c4cc(C)ccc42)CCCC31 (configuration not stated)
  -0.4 | 4 | -10 | 1.7 | 1 | -6 | -13 | -4 | -5 | 2
> CC(OC(=O)CCc1c[nH]c2ccccc12)C(=O)c1ccccc1 (configuration not stated)
  3.1 | -2 | -18 | 3.7 | -3 | 3 | 39 | 1 | 2 | -4

Retrieved one by one from above (2):
The line under a structure holds: C-LANA FP | HTR5A ag | OPRM1-OPRD1 inv | OPRM1-OPRD1 ag | Cardiac RTF inh | CAL PDZ FP | HTR5A inv ctr | RTF Ca sens act | Keap1-Nrf2 PPI | V-ATPase pHluor
> O=C(O)C/C=C(/NC(=O)OCc1ccccc1)C(=O)OCc1ccccc1
  -0.6 | 4 | 5 | -0.9 | 0 | / | -25 | 1 | 0 | 0
> CC(C(=O)OCc1nnc(-c2ccccc2)o1)N1C(=O)c2ccccc2C1=O (configuration not stated)
  1.4 | 2 | -1 | 0.2 | 1 | 0 | -8 | -1 | -4 | 2

Further results follow:
The line under a structure holds: C-LANA FP | HTR5A ag | OPRM1-OPRD1 inv | OPRM1-OPRD1 ag | Cardiac RTF inh | CAL PDZ FP | HTR5A inv ctr | RTF Ca sens act | Keap1-Nrf2 PPI | V-ATPase pHluor
> CC(C)Cc1n[nH]c(=O)[nH]1
  0.9 | -2 | 18 | -4.3 | 8 | / | -18 | -6 | -4 | 0
> Cc1cc(C(=O)Nc2ccc(F)c(Cl)c2)on1
  1.0 | 0 | 14 | -2.4 | 8 | -4 | 1 | -8 | 2 | -1
> CCOC(=O)C1=C(c2ccccc2)OC(N)=C(C#N)C1c1ccncc1 (configuration not stated)
  -0.4 | -14 | 16 | -3.2 | -3 | 1 | -16 | -4 | -4 | -2
> C=CCNCCCCOc1ccc(OCC)cc1
  -0.8 | -1 | 15 | -2.6 | -4 | 45* | 2 | 3 | -2 | -4
> COc1ccc(OCCN2C(=O)NC(C)(c3ccc(C)cc3)C2=O)cc1 (configuration not stated)
  -1.8 | 0 | 6 | -1.1 | -5 | / | -8 | 1 | -1 | -1
> COc1ccc(C2Nc3ccccc3C(=O)N2Cc2ccco2)cc1COc1ccc(NC(C)=O)cc1 (configuration not stated)
  3.9 | 7 | i | 117* | 0 | 2 | -10 | 0 | 3 | 2
> COCCNC(=O)Cn1cc(/C=N/NC(=O)c2ccc(Oc3ccc(O)cc3)cc2)c2ccccc21
  0.5 | 0 | -4 | 0.6 | -7 | 1 | 1 | 1 | 1 | 1
> C/C(=N\NC(=O)c1ccc(Cl)c(Cl)c1)c1cccc(NC(=O)C(C)C)c1
  -2.1 | -3 | 14 | -2.4 | 4 | -2 | -4 | 4 | -4 | 7
> O=C(CSc1nc2ccccc2s1)NC1CCCC1
  0.3 | 1 | 13 | -2.4 | 3 | -2 | -3 | 3 | -4 | -1
> Cn1c(N2CCN(S(=O)(=O)c3ccc(Cl)cc3)CC2)nc2ccccc21
  0.0 | 4 | -4 | 0.7 | 7 | -13 | -10 | -3 | -4 | 1
> Clc1ccc(/C=N/NC(=Nc2ccccc2)c2ccccn2)c(Cl)c1
  -1.4 | 1 | -27 | 4.5 | 3 | -3 | 12 | 5 | 0 | -6
> COc1c(O)cc2oc(-c3ccc(O)c(O)c3)cc(=O)c2c1O
  7.1 | -1 | 8 | -1.8 | -5 | -3 | 2 | 2 | 2 | 0
> CCn1c(SCC(=O)N2c3ccccc3CCc3ccccc32)nc2c1c(=O)n(C)c(=O)n2C
  -0.3 | -1 | 10 | -1.9 | -2 | / | -3 | 2 | -5 | 0
> CCCN(CCC)CCNC(=O)c1cc2c(-c3ccccc3F)nn(C)c2s1
  -7.3 | 0 | 1 | -0.2 | 2 | -7 | 0 | 0 | -1 | -1
> O=C(CN1CCC(O)(c2cccc(F)c2)CC1)NCCc1c[nH]c2ccccc12
  -1.5 | 9 | 13 | -2.5 | -1 | -7 | -24 | 4 | -3 | -2
> CC(C)Oc1ccc(CNC(=O)Cn2c(=O)c3cccn3c3cccnc32)cc1
  -1.0 | 3 | 9 | -1.8 | -6 | 10 | -2 | 1 | -5 | 1
> COc1ccc(-n2c(=S)[nH]c3cc(C(=O)Nc4ccc(C)c(F)c4)ccc3c2=O)c(OC)c1
  0.0 | -2 | 9 | -1.3 | -22 | -3 | -2 | -4 | 7 | -2
> CN1CCC(N(C)C(=O)c2ccc(Cl)c(S(=O)(=O)N3CCOCC3)c2)CC1
  0.6 | 4 | 13 | -2.5 | -11 | -4 | -10 | 1 | -1 | -2
> COCCCNc1nnc(Cc2ccccc2)c2ccccc12
  1.1 | -1 | 7 | -1.4 | 8 | -2 | 13 | -6 | -2 | 2
> CCc1ccnc(NC(=O)Nc2ccc(OCc3ccccc3)cc2)c1
  1.6 | 2 | 6 | -1.4 | -7 | -4 | -6 | -3 | -4 | -2
> O=C(/C=C/c1ccc(Cl)cc1)NC(=S)Nc1ccccc1C(=O)O
  -2.4 | 5 | 18 | -3.5 | -8 | 0 | 6 | 0 | -3 | 0
> CCc1ccccc1NC(=O)C1C2C=CC(O2)C1C(=O)O (configuration not stated)
  0.5 | 0 | 3 | -0.5 | -11 | 0 | 1 | 12 | -7 | 2
> Cc1ccc(/C=N/Nc2ncc(Cl)cc2Cl)s1
  1.8 | 6 | -1 | 0.1 | 2 | -5 | -11 | -15 | -2 | 0
> O=C(CSc1nc2ccccc2c(=O)n1-c1ccc(SC(F)F)cc1)Nc1ccc(N2CCOCC2)cc1
  1.0 | 2 | 21 | -4.2 | 0 | -1 | -4 | 5 | -8 | 3
> COC(=O)CN1C(=S)N(Cc2ccccc2)C(=O)C1CC(=O)Nc1ccc(OC)cc1 (configuration not stated)
  1.3 | 3 | 5 | -0.8 | 8 | -2 | 15 | -1 | -2 | 3
> COc1ccc(Br)cc1/C=N/N1CCN(Cc2ccccc2Cl)CC1
  0.7 | -1 | 9 | -1.9 | 1 | -5 | 5 | -4 | 6 | -3
> COC(=O)c1ccc(NC(=O)[C@H](C)NC(N)=O)cc1
  -3.2 | -2 | 9 | -1.7 | 3 | -10 | 7 | -2 | 0 | -1
> O=C(Nc1nnc(C2CC2)s1)C1CC(=O)N(c2ccc3c(c2)OCCO3)C1 (configuration not stated)
  1.9 | -4 | 6 | -1.2 | 0 | -2 | 11 | -1 | -2 | 1
> Cc1ccc(-c2csc(=Nc3cccnc3)n2CCCn2ccnc2)cc1C
  -0.1 | -1 | 12 | -2.4 | 0 | -4 | -2 | 1 | -2 | -1
> CC1CCCN(S(=O)(=O)c2ccc3c(c2)CCN3C(=O)C2CCC2)C1 (configuration not stated)
  -0.5 | 2 | 14 | -2.5 | -5 | -2 | -23 | 4 | 1 | 0
> CCOC(=O)CCP(=O)(O)C(C)(O)c1ccccc1 (configuration not stated)
  1.2 | 2 | 5 | -0.8 | -6 | / | -5 | 2 | 0 | 3
> Cc1ccc(NC(=O)COC(=O)CCc2ccc(S(=O)(=O)N3CCOCC3)cc2)cc1C
  0.5 | 7 | -2 | 0.5 | -6 | / | -9 | 2 | 0 | -3
> Cc1nc(CN2CCN(C(=O)c3ccc(C(C)(C)C)cc3)CC2)cs1
  -0.6 | 6 | -10 | 1.8 | -1 | / | 7 | 4 | -2 | -1
> COc1ccc(NC(=O)C2CCCN(S(=O)(=O)c3cccnc3)C2)c(OC)c1 (configuration not stated)
  1.3 | -1 | 11 | -2.2 | -4 | 5 | 4 | -6 | -2 | 0
> Cc1ccc(NC(=O)/C(C#N)=C/c2ccc(Sc3nc(C)cc(C)n3)o2)cc1
  2.7 | -5 | 14 | -2.4 | -4 | / | 14 | 6 | -4 | -3
> CC1CC(C)CN(C(=O)Cn2cc(C=O)c3ccccc32)C1 (configuration not stated)
  0.5 | 0 | 15 | -2.9 | 6 | -2 | -1 | 4 | 0 | 1
